PNC inhibitor – inhibitors of perinucleolar compartment assembly | PC3M PTB-GFP, PNC prevalence imaging, 16 h; active compounds read low | AID 2417 | activity change (PNC), negative = inhibition, % at 10 µM | 140,000 tested, 3.1% active;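 active = readout at or below -70, meaning at least 70% loss of cells showing the perinucleolar compartment, a nuclear body marking cancer cells; inconclusive = readout between -30 and a set limit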;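 note: plate controls were DMSO wells for no effect and camptothecin positive control wells for full effect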
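PC3M cells stably expressing PTB-GFP, 750–1000 cells/well, treated 16 h at 37 °C with compound (23 nl of library stock), in duplicate. After paraformaldehyde fixation and Hoechst stain, imaged at 20x; PNC prevalence scored by image analysis.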
ALOX15B inhib – 15-hLO-2 (ALOX15B) enzyme inhibition | Potency, µM (top dose mostly 57.1 µM), inactives show top-dose activity change, negative = inhibition, hits mostly inhibitors | purified 15hLO-2, xylenol orange hydroperoxide absorbance | O15296 | 110,000 tested, 0.56% active | AID 881; note: potency is the fitted concentration of half-maximal effect; nearly all actives have a fitted effect of over 60% in size; many of its hits are not listed in these tables
Target sequence (O15296 whole entry, looked up): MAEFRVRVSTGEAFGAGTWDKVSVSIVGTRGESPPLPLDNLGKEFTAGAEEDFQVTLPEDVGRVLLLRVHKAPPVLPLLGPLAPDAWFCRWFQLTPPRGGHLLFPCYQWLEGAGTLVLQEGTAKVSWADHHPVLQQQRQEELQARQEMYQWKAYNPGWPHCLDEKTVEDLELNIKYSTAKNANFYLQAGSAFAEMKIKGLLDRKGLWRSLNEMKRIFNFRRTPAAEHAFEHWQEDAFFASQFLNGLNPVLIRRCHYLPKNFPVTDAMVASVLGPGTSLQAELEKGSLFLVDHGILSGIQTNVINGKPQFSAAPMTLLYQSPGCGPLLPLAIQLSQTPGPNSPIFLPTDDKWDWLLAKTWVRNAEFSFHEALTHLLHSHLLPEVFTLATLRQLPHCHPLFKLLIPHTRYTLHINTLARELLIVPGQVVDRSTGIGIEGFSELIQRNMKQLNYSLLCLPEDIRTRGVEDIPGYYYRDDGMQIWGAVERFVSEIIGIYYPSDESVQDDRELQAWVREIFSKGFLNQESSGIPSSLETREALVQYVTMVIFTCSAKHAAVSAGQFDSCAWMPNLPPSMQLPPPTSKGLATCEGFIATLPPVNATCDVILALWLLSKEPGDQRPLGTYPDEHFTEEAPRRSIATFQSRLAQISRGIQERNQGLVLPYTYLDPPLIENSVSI
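Enzyme 50 nM, AA 45 uM, 25 mM Hepes pH 7.5 + 0.01% Triton X-100; cpd preinc 15 min RT, rxn 90 min RT; stop/detect with 200 uM XO + 300 uM Fe(II) in 50 mM H2SO4, 30 min; A573/A405.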
IMPase cell inh – IMPase inhibition in cells; CHO-M1 cells, IP1 accumulation, HTRF TR-FRET ratio; inhibition (IP1 accumulation), % at 46.1 µM; 120,000 tested, under 10 active; P97697; active = well fitted curve in the direction sought with a large enough effect in the signal ratio, not every such curve was filed as active; inconclusive = small, poorly fitted or top-dose-only effect, or a change in a side signal; inactive = no such curve, though single readings can be large or run the other way; the % refers to the signal ratio;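 note: cells stimulated with carbachol in lithium chloride buffer; plate controls were DMSO basal wells for no effect and reference inhibitor wells for full effect; higher means more IMPase inhibition seen as more IP1 and lower FRET ratio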
Target sequence (P97697 whole entry, looked up): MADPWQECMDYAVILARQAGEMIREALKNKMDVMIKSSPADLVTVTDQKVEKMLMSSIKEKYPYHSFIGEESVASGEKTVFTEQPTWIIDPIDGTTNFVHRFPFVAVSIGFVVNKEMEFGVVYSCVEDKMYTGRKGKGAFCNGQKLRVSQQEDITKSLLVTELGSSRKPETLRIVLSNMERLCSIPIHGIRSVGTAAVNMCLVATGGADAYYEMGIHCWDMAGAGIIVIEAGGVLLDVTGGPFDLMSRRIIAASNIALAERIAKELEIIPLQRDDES
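Cellular IMPase inhibition is scored as a rise in cytosolic IP1, detected by competitive TR-FRET between d2-labelled IP1 and a europium anti-IP1 antibody. M1-expressing CHO cells were stimulated with carbachol for 30 min at 37C, with lithium (50 mM LiCl) present in the buffer.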
12-hLO inh – inhibitors of human 12-lipoxygenase (ALOX12). AID 1452. 150,000 tested, 0.12% active. Potency, µM (series often up to 57.1 µM), for inactives: top-dose activity change, negative = inhibition, usual class: inhibitors. purified 12-hLO, xylenol orange hydroperoxide absorbance. P18054; note: potency is the fitted concentration of half-maximal effect; nearly all actives have a fitted effect of over 55% in size; many of its hits are not listed in these tables
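150 nM 12hLO, 25 mM Hepes pH 7.0 + 0.01% Triton X-100; cpd preinc 15 min RT; 40 uM arachidonic acid, 30 min RT; Fe-XO 30 min; A573/A405 ratio as read-out.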
The depositor's hits bear a star; ? = inconclusive; . = no result given; [ ] = another dose, or the depositor's remark. Unless noted, calls come from the whole dose curve; as a rule, active = well fitted curve in the direction sought with a large enough effect; inconclusive = small, poorly fitted or top-dose-only effect, or another doubt; inactive = no such curve, though single readings can be large; an effect the other way counts as inactive or inconclusive. Unless noted, % is set by controls: 0 for no effect and ±100 for the full control effect.

PNC inhibitor	ALOX15B inhib	IMPase cell inh	12-hLO inh	smiles
7	-5%	-10	-2%	CCOC(=O)C(CC)Sc1nc2c(cnn2-c2ccccc2)c(=O)[nH]1 (stereo unspecified)
26	-8%	0	-10%	CCOc1cc(S(=O)(=O)NC2CCCCCC2)ccc1F
-26	-3%	?	-5%	Clc1cccc(CNc2nnnn2-c2ccccc2)c1
16	1%	3	-1%	CCOc1ccccc1-n1c(SCC(=O)N2CCOCC2)nnc1-c1ccccn1
15	.	.	-2%	CCOc1cccc(C2c3c(oc4ccccc4c3=O)C(=O)N2c2ccccn2)c1 (stereo unspecified)
-4	.	.	11%	COCCOC(=O)C1=C(C)NC(C)=C(C(=O)OC(C)C)C1c1cccc([N+](=O)[O-])c1 (stereo unspecified)
1	35%[activator]	-10	-2%	COC(=O)c1cc2oc3ccccc3c2n1Cc1ccccn1
?	4%	-6	-2%	Cc1cc(NS(=O)(=O)c2cccs2)no1
7	.	.	0%	Brc1csc(C=Nc2ccc3c(c2)OCCOCCOCCOCCO3)c1
1	1%	?	-16%	O=C(NCCCNc1ccc(C(F)(F)F)cc1[N+](=O)[O-])c1ccc(Cl)cc1
8	-2%	-2	0%	CCOC(=O)Nc1ccc(NC(=O)OCC)cc1
48	-6%	-3	-4%	Cc1ccc(SCC(=O)NCc2cccnc2)cc1
?	-15%	-9	-8%	COc1cccc(-n2nnc3c(=O)n(Cc4ccc(Br)cc4)cnc32)c1
23	5%	-5	0%	CCCSc1nnc(NC(=O)c2nc(SC)ncc2Cl)s1
6	39%[activator]	-1	-7%	CC(=O)Nc1cccc(-c2csc(Nc3cc(C)ccn3)n2)c1
?	-4%	-8	-3%	O=C(Cn1c(=O)n(CCCC(=O)NC2CCCC2)c(=O)c2ccccc21)NCCC1=CCCCC1
45	.	.	0%	C[N+]1(CCCOC(=O)C2(c3ccccc3)CCCC2)CCOCC1
-18	.	.	0%	CCOC(=O)c1c(C)[nH]c(C(=O)COC(=O)COc2ccc(OC)cc2)c1C
321	.	10	3%	Cc1n[nH]c(C)c1S(=O)(=O)Nc1ccc2c(c1)OCCO2
-22	6%	1	-2%	Cc1ccnc(NC(=O)CCCOc2cc(=O)n(C)c3ccccc23)c1
.	0%	.	-5%	COC(=O)[C@@]1(Cc2ccc(F)cc2)[C@H]2c3cc(C(=O)N(C)C)n(CCO)c3C[C@H]2CN1C(=O)c1ccccc1
-1	-4%	4	-5%	CCOCCCNC(=O)CC1Oc2ccc(C)cc2NC1=O (stereo unspecified)
66	-8%	-2	3%	Cc1cccc(OCC(=O)O/N=C(\N)c2ccc(Cl)cc2)c1
10	.	2	8%	CSc1nnc(C)c(=O)[nH]1
76	.	.	0%	CCCCNC(=S)NNC(=O)CCn1cc(C)cn1
29	0%	-15	-1%	COc1cccc(NC(=O)CN(c2cccc(F)c2)S(C)(=O)=O)c1
.	11%	9	?	O=c1onc2cnc3ccccc3n12
52	6%	3	-7%	Cc1nn(Cc2c(F)c(F)c(F)c(F)c2F)c(C)c1NC(=O)c1ccc(COc2ccccc2Cl)o1
?	-6%	5	-8%	COc1cccc2c1OC1(C)CC2N(C(=O)c2ccco2)C(=S)N1c1ccc(F)cc1 (stereo unspecified)
-6	57%[activator]	10	1%	COc1ccc(C2CC(c3ccccc3)Nc3nc(NC(=O)c4ccco4)nn32)cc1 (stereo unspecified)
-85*	.	.	-3%	Cc1cccc(/C=N/NC(=O)C2CCCNC2=O)c1 (stereo unspecified)
-12	-4%	11	-6%	O=C(c1cccnc1)N(Cc1ccccc1)c1ccccc1
16	21%	-5	6%	C/C(=N/Nc1nc(C)cc(-c2ccccc2)n1)c1ccco1
57	?	0	-7%	O=C(CCN1C(=O)c2ccccc2C1=O)NC(=S)Nc1cccc(Cl)c1
-14	-4%	-2	-2%	COC(=O)c1nc2n(n1)C(c1ccc(OC)c(OC)c1)C(C(=O)OC1CCCCC1)=C(C)N2 (stereo unspecified)
-7	.	-11	-4%	O=C(NNC(=O)c1ccco1)c1ccccc1
2	3%	9	-1%	CN1CCN(C2=C(Cl)C(=O)N(CCc3ccccc3)C2=O)CC1
-25	.	0	0%	O=c1cc(CSc2ccccc2)[nH]c(=S)[nH]1
12	-9%	4	-6%	CO/N=C(/CS(=O)(=O)c1ccc(C)cc1)c1ccc(OC)cc1
-4	.	.	-2%	CCn1c(C)cc(/C=C2/NC(=O)N(Cc3ccccc3F)C2=O)c1C
0	-6%	2	-2%	Cc1ccc(S(=O)(=O)Nc2nonc2C)cc1
?	-1%	8	-11%	COC(=O)C(O)(CC(=O)Nc1cccc(SC)c1)C(F)(F)F (stereo unspecified)
83	5%	-2	1%	CCS(=O)(=O)N1CCCC(C(=O)N2CCc3ccccc3C2)C1 (stereo unspecified)
74	.	7	3%	CN1CCN(S(=O)(=O)c2ccc3c(c2)NC(=O)C2CCCN32)CC1 (stereo unspecified)
-22	.	5	-2%	Cc1cc(C(=O)OCC(=O)N2CC(=O)Nc3ccccc32)c(C)n1-c1ccc(F)cc1
19	-7%	?	-7%	Cc1ccccc1OCC(=O)Nc1sc(C(=O)Nc2cccc(C)c2C)c(C)c1C#N
.	4%	.	0%	CC(=O)N1CCC[C@@]2(CCN(C(=O)Nc3ccccc3)C2)C1
-23	.	.	3%	CCN(CC)S(=O)(=O)c1ccc(N2CCCC2)c(NS(=O)(=O)c2ccc(OC)cc2)c1
-7	10%[2.29 µM]	2	0%	CC(C)(O)C#Cc1ccc(C(=O)N2CCN(C(=O)c3ccco3)CC2)cc1
52	4%	-4	-4%	CCOC(=O)C1=C(CSc2n[nH]c(N)n2)NC(=O)NC1C (stereo unspecified)
9	-1%	4	1%	Cc1cc(NC(=O)CCC2COc3ccccc3O2)no1 (stereo unspecified)
36	-5%	8	-1%	Cc1cccn2c(/C=N/OCc3cccc(F)c3)c(-c3ccc(Cl)cc3)nc12
77	.	5	1%	COc1ccc(/C=N/NC(=O)CC(=O)NCc2cccnc2)c(OC)c1
-7	0%	0	-2%	O=C(NCc1ccccc1)N(Cc1nc2ccccc2c(=O)[nH]1)C1CCCC1
9	5%	1	-8%	Cc1occc1-c1nnc(SCC(=O)NCCc2ccccc2)n1C(C)c1ccccc1 (stereo unspecified)
?	-5%	1	0%	Cc1ccc(C(=O)NNC(=O)OC(C)(C)C)c(Cl)c1

Overlap with the part before: 2 entries, then new ones.
PNC inhibitor	ALOX15B inhib	IMPase cell inh	12-hLO inh	smiles
9	5%	1	-8%	Cc1occc1-c1nnc(SCC(=O)NCCc2ccccc2)n1C(C)c1ccccc1 (stereo unspecified)
?	-5%	1	0%	Cc1ccc(C(=O)NNC(=O)OC(C)(C)C)c(Cl)c1
-30	0%	8	-9%	FC(F)(F)c1cccc(Cn2nnnc2-c2cccc(C(F)(F)F)c2)c1
-17	.	?	-8%	CCOC(=O)c1cccnc1SCC(=O)NC(C)CC (stereo unspecified)
.	-14%	.	-7%	Nc1nc2c(nc(Sc3ccc(Cl)cc3)n2C2OC(CO)C(O)C2O)c(=O)[nH]1 (stereo unspecified)
-16	-3%	11	-3%	CC(C)(C)c1nnc2sc(SCCN3C(=O)c4ccccc4C3=O)nn2c1=O
-6	0%	-2	-1%	Cc1csc2ncc(C(=O)N3c4ccccc4CC3C)c(=O)n12 (stereo unspecified)
-9	.	-2	1%	COc1ccc(Cc2nc(N)nc(N)n2)cc1
-13	-4%	-18	-2%	CC(C)CC1NC(=S)N(C2CCCCC2)C1=O (stereo unspecified)
69	-7%	2	7%	O=c1oc(/C=C/c2ccco2)nc2sc3c(c12)CCC3
19	.	-1	14%	CCN1CCN(C(c2cccs2)C(C)NC(=O)c2ccccc2)CC1 (stereo unspecified)
?	44%[activator]	7	2%	Cc1ccc(OCc2ccc(C(=O)Nc3nccs3)o2)cc1C
3	2%	0	-6%	C=CCn1c(Oc2ccc(C(=O)OC)cc2)nc2c1c(=O)n(C)c(=O)n2C
3	.	-1	3%	CCNC(=O)Cn1c(=O)c(=O)n(Cc2ccccc2)c2ccc(Cl)cc21
19	.	.	-1%	Cc1ccc(/C=N/NC(=O)Nc2ccccc2)o1
23	7%	-8	1%	O=C(CCCCCN1C(=O)c2ccccc2C1=O)Nc1ccccc1
3	-4%	6	-11%	O=C1CC(c2ccco2)CC2=C1C1c3ccccc3C(=O)N1c1ccccc1N2 (stereo unspecified)
?	2%	14	1%	O=C1CC(c2ccccc2)Cc2nc(NCc3ccco3)ncc21 (stereo unspecified)

The list goes on (5 carried over from the part before).
PNC inhibitor	ALOX15B inhib	IMPase cell inh	12-hLO inh	smiles
3	.	-1	3%	CCNC(=O)Cn1c(=O)c(=O)n(Cc2ccccc2)c2ccc(Cl)cc21
19	.	.	-1%	Cc1ccc(/C=N/NC(=O)Nc2ccccc2)o1
23	7%	-8	1%	O=C(CCCCCN1C(=O)c2ccccc2C1=O)Nc1ccccc1
3	-4%	6	-11%	O=C1CC(c2ccco2)CC2=C1C1c3ccccc3C(=O)N1c1ccccc1N2 (stereo unspecified)
?	2%	14	1%	O=C1CC(c2ccccc2)Cc2nc(NCc3ccco3)ncc21 (stereo unspecified)
30	.	4	-6%	O=C(NCC(c1cccnc1)N1CCOCC1)c1ccc2c(c1)OCO2 (stereo unspecified)
-6	1%	-2	-4%	O=C(NCCCN1CCOCC1)[C@@H]1CSC2c3ccccc3C(=O)N21 (stereo partly specified)
11	-13%	8	-6%	COC(=O)Nc1ccc(S(=O)(=O)N2c3ccccc3CCC2C)cc1 (stereo unspecified)
10	2%	-4	-4%	O=C(CSc1nnc(-c2ccncc2)n1Cc1ccco1)Nc1nc(-c2ccccc2)cs1
-5	3%	-4	4%	O=C(CSc1nnnn1-c1ccccc1)N1CCCc2ccccc21
26	8%	-4	-16%	CCOC(=O)c1c(C2COc3ccccc3O2)csc1NC(=O)c1ccco1 (stereo unspecified)
8	-5%	2	1%	O=C(CCS(=O)(=O)Cc1ccccc1)N1CCN(c2ccccc2)CC1
19	.	-1	0%	CCOc1ccc(-n2cc(-c3ccccc3)c3c(SC(C)C(=O)OC)ncnc32)cc1 (stereo unspecified)
-100*	.	1	-6%	CCCCN(C)CC(O)Cn1cc(/C=C/C(=O)c2cccs2)c2ccccc21 (stereo unspecified)
?	2%	3[20.6 µM]	1%	O=C1c2ccccc2C(=O)C1c1ccccc1
0	17%	-10	3%	Brc1cccc(-c2nnc3sc(CNC4CCCC4)cn23)c1
2	-10%	2	-1%	CC(C)COc1ccc(C(=O)N(Cc2ccco2)C2CCS(=O)(=O)C2)cc1 (stereo unspecified)
-12	-3%	6	9%	CC1C(=O)CC(c2ccco2)NC1c1ccco1 (stereo unspecified)
1	-15%	-3	1%	Cc1cc(-c2nnc3n2N=C(c2ccc(-c4ccccc4)cc2)CS3)n[nH]1
?	.	0	-1%	CCOc1ccc(/C=N/NC(=O)C2(O)c3ccccc3-c3ccccc32)cc1
8	-25%	?	-7%	COC(=O)c1c(CSc2cccc(C)c2)noc1C(=O)NCc1ccco1
?	0%	2	-4%	Cc1ccc(C(=O)O/N=C(\N)c2cccc([N+](=O)[O-])c2)cc1

Compound activity as filed in PubChem BioAssay.

Only part of the results is shown; the hit share may differ from the screen's.
